KDM5B inh: Primary screen for KDM5B Histone Demethylases FDH-coupled qHTS. KDM5B demethylase, FDH-coupled NADH fluorescence (FDH is formaldehyde dehydrogenase). Lysine-specific demethylase 5B (Homo sapiens), Q9UGL1. 2.6% of 220,000 active. AID 1347165, 2019. Potency, µM (highest dose often 57.7 µM), without a hit: at the top dose activity change, negative = inhibition, usual class: inhibitors; active = well fitted inhibition curve with a large enough effect; inconclusive = small, poorly fitted or top-dose-only effect; inactive = no such curve, though single readings can be large or run the other way; also: 0% is about no effect; nearly all actives have a fitted effect of over 70% in size
Target sequence (Q9UGL1 whole entry, looked up): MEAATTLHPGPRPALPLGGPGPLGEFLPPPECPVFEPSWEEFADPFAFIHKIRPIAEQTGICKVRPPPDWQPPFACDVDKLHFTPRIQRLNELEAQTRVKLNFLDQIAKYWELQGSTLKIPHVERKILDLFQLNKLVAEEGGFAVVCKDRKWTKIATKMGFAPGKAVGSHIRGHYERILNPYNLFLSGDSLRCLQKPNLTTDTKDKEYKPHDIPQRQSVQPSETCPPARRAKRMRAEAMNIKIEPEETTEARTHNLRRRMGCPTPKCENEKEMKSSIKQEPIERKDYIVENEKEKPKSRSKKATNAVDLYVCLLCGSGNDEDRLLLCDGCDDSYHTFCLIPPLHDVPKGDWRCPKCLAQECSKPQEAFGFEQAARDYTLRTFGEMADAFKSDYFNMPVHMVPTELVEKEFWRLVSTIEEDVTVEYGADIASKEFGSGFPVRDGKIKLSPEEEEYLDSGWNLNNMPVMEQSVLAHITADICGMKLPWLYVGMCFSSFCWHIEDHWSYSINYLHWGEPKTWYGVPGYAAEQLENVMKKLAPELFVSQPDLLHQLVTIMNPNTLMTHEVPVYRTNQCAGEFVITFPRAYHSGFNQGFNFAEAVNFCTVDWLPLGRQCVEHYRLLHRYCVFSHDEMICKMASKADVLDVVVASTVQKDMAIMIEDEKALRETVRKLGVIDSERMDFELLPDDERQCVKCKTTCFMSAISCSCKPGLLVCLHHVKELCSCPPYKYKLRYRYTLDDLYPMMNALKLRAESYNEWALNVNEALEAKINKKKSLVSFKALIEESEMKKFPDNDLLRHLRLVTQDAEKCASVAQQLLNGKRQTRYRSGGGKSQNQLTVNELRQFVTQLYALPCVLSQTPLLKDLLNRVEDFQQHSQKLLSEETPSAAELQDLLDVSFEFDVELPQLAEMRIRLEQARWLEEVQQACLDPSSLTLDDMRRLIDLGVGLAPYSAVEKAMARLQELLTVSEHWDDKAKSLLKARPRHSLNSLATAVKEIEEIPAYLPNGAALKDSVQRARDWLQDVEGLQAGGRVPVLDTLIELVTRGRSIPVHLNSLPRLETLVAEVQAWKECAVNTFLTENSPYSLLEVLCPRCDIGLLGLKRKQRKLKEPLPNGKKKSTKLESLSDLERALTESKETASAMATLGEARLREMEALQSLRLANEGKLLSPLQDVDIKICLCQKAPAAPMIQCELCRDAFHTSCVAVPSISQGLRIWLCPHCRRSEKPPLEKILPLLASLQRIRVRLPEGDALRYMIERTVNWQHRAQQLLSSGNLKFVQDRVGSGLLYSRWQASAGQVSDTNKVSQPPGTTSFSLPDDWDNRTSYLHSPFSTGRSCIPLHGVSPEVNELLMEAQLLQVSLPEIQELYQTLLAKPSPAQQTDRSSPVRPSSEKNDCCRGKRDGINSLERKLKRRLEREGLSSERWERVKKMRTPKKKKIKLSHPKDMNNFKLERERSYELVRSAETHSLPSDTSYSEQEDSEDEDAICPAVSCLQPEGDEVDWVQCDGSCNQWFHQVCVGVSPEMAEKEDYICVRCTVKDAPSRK
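Inhibition is measured as reduced NADH fluorescence generation from FDH coupling to formaldehyde release. Truncated KDM5BΔAP at 200 nM final acts on H3K4me3 peptide (12.5 µM in substrate mix) in pH 7.5 HEPES buffer with Tween-20, 30 min, room temperature.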
* = called active by the depositor; i = inactive; ? = inconclusive; [ ] = remark or other dose. Potency is read from the fitted curve at half-maximal effect. These rows are one share of the data (hit frequency here may not be typical).

SMILES	KDM5B inh
CCCS(=O)(=O)c1c(S(=O)(=O)CCC)c2cc(C(C)(C)C)ccn2c1C(=O)c1ccc(C)cc1	-14%
O=C(/C=C/c1ccccc1Br)c1ccc(O)c(CCCl)c1	-19%
Cc1ccc(F)cc1S(=O)(=O)N1CCn2c(nn(CC3CC3)c2=O)C1	34%
CCCn1c(=N)c(C(=O)NCc2cccnc2)cc2c(=O)n3ccccc3nc21	?
O=C(c1ccc2c(c1)OCO2)N1CCC2(CC(c3cccc(C(F)(F)F)c3)=NO2)C1 (configuration not stated)	?
COc1ccc(-n2cc(C(=O)NCc3ccccc3)c3ccccc3c2=O)cc1	-17%
CCn1c(=O)n(CC)c2cc(S(=O)(=O)c3ccccc3)c(NC(=O)COc3ccccc3C)cc21	16%
COc1ccc(C)cc1Nc1nc2c(S(=O)(=O)c3cccc(Cl)c3)nnn2c2ccsc12	4%
O=[N+]([O-])c1ccccc1S(=O)(=O)Nc1ccc(Nc2ccccc2)cc1	-13%
CN(Cc1ccccc1C(F)(F)F)S(C)(=O)=O	-11%[86.2 µM]
COCCNC(=O)c1ccc2nc(CCc3ccccc3)oc2c1	-8%
O=C(Cn1cccn1)N1C[C@@H](COCC2CC2)[C@H](c2ccncc2)C1	26%

Arranged by molar mass (descending): part of the list above.
SMILES	KDM5B inh
O=C(c1ccc2c(c1)OCO2)N1CCC2(CC(c3cccc(C(F)(F)F)c3)=NO2)C1 (configuration not stated)	?
O=[N+]([O-])c1ccccc1S(=O)(=O)Nc1ccc(Nc2ccccc2)cc1	-13%
O=C(/C=C/c1ccccc1Br)c1ccc(O)c(CCCl)c1	-19%
O=C(Cn1cccn1)N1C[C@@H](COCC2CC2)[C@H](c2ccncc2)C1	26%
CN(Cc1ccccc1C(F)(F)F)S(C)(=O)=O	-11%[86.2 µM]

Next entries.
SMILES	KDM5B inh
CC1(COc2cccnc2)COc2ccc(C(=O)NCc3ccc4c(c3)OCO4)cc2N1 (configuration not stated)	16µM*
Cc1ccc(OCCSc2nc3ccccc3n2CC(=O)N2CCOCC2)cc1	?
O=C1SC(Cc2ccccc2)C(=O)N1c1ccccc1 (configuration not stated)	29%
O=C(COc1ccccc1)NCC(=O)N1CCCCCCNC(=O)CC1c1ccccc1 (configuration not stated)	0%
COc1ccc(CC(=O)N2N=C(c3cccc(Br)c3)CC2(O)C(F)(F)F)cc1 (configuration not stated)	-4%
O=C1C[C@H]2[C@H](CO)[C@@H](OC(=O)c3ccc(-c4ccccc4)cc3)C[C@H]2O1	3%
Cc1nn(S(=O)(=O)c2ccc(Cl)cc2)c(C)c1S(=O)(=O)N1CCCCCC1	?
COc1ccc(NC(=O)N2CCC(Oc3ncccc3C(=O)N(C)C)C2)c(C)c1 (configuration not stated)	3%
COc1ccc(C2CC(c3ccc(OC)cc3OC(C)=O)=NN2C(=O)c2ccccc2)cc1 (configuration not stated)	?
CCCN1CCC2(CCN([S+](=O)([O-])c3cccc(C(F)(F)F)c3)CC2)Oc2ccccc21	?
COc1ccccc1C(=O)N1CCC2CC(=O)NCCC2C1 (configuration not stated)	8%[149 µM]
CNc1nnc(SCc2nnc(-c3ccccc3Br)o2)s1	10%
CN(C)c1ccc(CN2CCC[C@H]2c2nc(-c3ccnc(N4CCC(C(N)=O)CC4)c3)no2)cc1	?
Cc1cccc(NC(=O)CSC2=C(C#N)C(c3ccccc3C)C3=C(CCCC3=O)N2)c1 (configuration not stated)	?
O=C1c2ccccc2NC(c2csc(-c3ccccc3)n2)N1C1CC1 (configuration not stated)	-30%
CCOC(=O)c1cnc2c(OC)cccc2c1N1CCN(c2ccccc2F)CC1	-26%
COc1ccc(C(=O)c2sc(Nc3ccccc3F)nc2N)cc1	-13%
COc1cc2nc(SCC(=O)Nc3cccc(C)c3)n3nc(CCn4c(C)nc5ccccc54)nc3c2cc1OC	-23%
Cc1cc(COc2ccc(C(=O)c3ccccc3)cc2)no1	14%
CC(C)C1CC(CCNCc2ccc3c(c2)OCO3)(c2ccccc2)CCO1 (configuration not stated)	-3%
Cc1cccc(NC(=O)c2oc3ccccc3c2NC(=O)c2cc(=O)c3ccccc3o2)c1	-10%
COc1cccc(-c2cc(C(=O)O)cc(S(=O)(=O)NC(C)C)c2)c1	-16%
Cc1nn(-c2ccc(F)cc2)c(-n2cccc2)c1C(=O)NCCCN1CCN(c2ccccc2F)CC1	-23%
CCOc1cccc(CN2CCCC3(Cc4ccccc4CNC3=O)C2)c1 (configuration not stated)	9%[115 µM]
O=C(Nc1ccc(C(F)(F)F)cc1)C1CC=CCC1 (configuration not stated)	-5%
COc1ccc(CCNCC(O)COc2ccc(OC)cc2C(C)(C)C)cc1 (configuration not stated)	?
Cc1cc(CN2CCC(n3cc[nH]c3=O)CC2)no1	-37%[86.2 µM]
O=C1COCC2(CN1Cc1cccc(OC(F)(F)F)c1)CN(c1ccccn1)C2	?
COc1ccc(-c2n[nH]c(C)c2-c2cscn2)c(O)c1	-2%
COc1ccc(NC(=O)CSc2nnc(-c3ccncc3)n2-c2ccccc2)cc1	-6%
Clc1ccccc1Cc1nc(-c2ccc(OC3CCNC3)cc2)no1 (configuration not stated)	?
COc1ccc(C(CCOC(=O)Oc2ccccc2)c2cc(OC)cc(OC)c2)cc1 (configuration not stated)	19%
O=C1NCc2ccccc2CC12CCN(Cc1cnc3ccccc3c1)C2 (configuration not stated)	15%[115 µM]
Cc1cccc(NC(=O)CN2CCN(CC(=O)c3cc(C)n(CCc4cccs4)c3C)CC2)c1C	-7%
Cn1ncc(N2CCC(NC(=O)CC3CCCCC3)CC2)cc1=O	23%
O=C(O)c1ccc(CN2CCC[C@H]2c2nc(-c3ccc(-n4ccnc4)nc3)no2)cc1	-27%[86.2 µM]
COc1cccc(NC(=O)Cn2c(N(C)Cc3ccccc3)nc(C)cc2=O)c1	?
CN1CCN(C(=O)C2CCCN(C3CCN(c4cc(C#N)ccn4)CC3)C2)CC1 (configuration not stated)	28µM*
COCC(=O)N(C1CCOCC1)C1CCN(C(=O)Cc2ccsc2)CC1	-3%
CS(=O)(=O)N(CC(=O)NCCc1ccccc1)c1cc(C(F)(F)F)ccc1Cl	-9%
CC(C)(O)CCc1ccc(CN2CCN([C@H]3CCCC[C@@H]3O)CC2)cc1	-8%
O=C(c1cc(F)ccc1Cl)N1CCN(c2cc(-c3ccc(F)cc3)[nH]n2)CC1	-12%
OC[C@H]1CCN(Cc2ccc(-c3cccc(Cl)c3Cl)o2)C[C@@H]1O	-19%
CC1N(C(=O)N2CCOCC2)CCN1S(=O)(=O)c1cccc(C(F)(F)F)c1 (configuration not stated)	0%
O=C(CC1CCN(C(=O)Nc2c(F)cccc2F)C1)NCc1ccccc1 (configuration not stated)	-3%
COc1ccc(-c2noc(CN3CCCC(C(=O)Nc4ccc(C)cc4)C3)n2)cc1OC (configuration not stated)	-7%
COc1ccc(NC(=O)Cn2c(-n3nc(C)cc3C)nc(C)cc2=O)cc1	-24%
CC(C)Cc1nc2nccc(-c3ccco3)n2n1	25µM*
Cn1c(CNc2ccccc2)c(C#N)c2ccccc21	-21%
Cc1ccsc1CN1CCOc2cc([S+](=O)([O-])Nc3ccccc3)ccc2C1	-2%[86.2 µM]
COc1cc(NC(=O)C2CCN(S(=O)(=O)c3c(C)noc3/C=C/c3cccs3)CC2)cc(OC)c1	?
COc1cc(NC(=O)Cn2c(=O)nc(-c3ccccc3F)c3cc(Cl)ccc32)cc(OC)c1	-22%
CCCn1cc(S(=O)(=O)c2ccccc2)c(=O)c2cc(F)c(F)cc21	1%
COc1ccccc1CCC(=O)NC1CCCN(c2cc(-c3ccc(F)cc3)[nH]n2)C1 (configuration not stated)	-4%
N#CC1=C(N)OC2=C(C(=O)CC(c3ccccc3Cl)C2)C1c1ccc(Cl)cc1 (configuration not stated)	3%
Cc1oc(-c2ccc(OC(C)C)cc2)nc1CSc1nc2c(c(=O)[nH]1)CCC2	0%
CCOC(=O)C1=C(C)NC(=S)NC1c1cc(C)sc1C (configuration not stated)	-3%
Cc1cccc(C)c1NS(=O)(=O)c1c(C)[nH]c(C)c1C(=O)N1CCCCC1	-11%
COc1ccc(-c2nnc3n2CCN(C(=O)NC2CCCC2)C3)cc1	5%[86.2 µM]
N#Cc1ccc(O[C@@H]2CCOC[C@H]2NC(=O)CCN2CCCC2=O)cc1	-3%
(further entries)
SMILES	KDM5B inh
Cc1ccc(CNC(=O)N2CCCCCCNC(=O)CC2)cc1	-11%
CC(C(=O)Nc1cccc(Cl)c1)N1CCN(C(=O)C2CC2)CC1 (configuration not stated)	16%
COc1ccc(S(=O)(=O)NCC2CCCN(Cc3ccc(-c4ccco4)cc3)C2)cc1 (configuration not stated)	28µM*
CCCCn1c(=O)c2oc3ccccc3c2n(CC(=O)Nc2ccccc2OC)c1=O	-19%
CCOC(=O)c1ccc(Nc2cc(C)nc3ccccc23)cc1	-20%
COc1cc(C)cc2oc(=O)c(CC(=O)Nc3cccc(Cl)c3)c(C)c12	?
Cc1cc(C)cc(NC(=O)C(=O)NCC(c2cccnc2)N2CCOCC2)c1 (configuration not stated)	-13%
N#Cc1ccc(C(=O)N[C@H]2[C@H](O)[C@H](O)C[C@@H]2c2ccc(C(F)(F)F)nc2)cc1	5%[86.2 µM]
Nc1ccc(Sc2ccc3ccccc3c2Cl)c(Cl)c1	-4%
O=C(O)c1cnc(-c2ccccc2)nc1-c1ccncc1	-20%
Cc1c(C(=O)OC(C)C#N)oc2ccc(Cl)cc12 (configuration not stated)	-1%
CC(=O)NCCNC(=O)[C@@H]1Cc2cn(Cc3cc(C)on3)c3cccc(c23)[C@H](CC(C)C)N1	?
O=C(c1ccn[nH]1)N1CCC(c2nc(CCOc3ccc(F)cc3)no2)C1 (configuration not stated)	11%
CCOc1ccc(CNC(=O)c2ccc(-c3nc(CS(=O)(=O)c4ccccc4)c(C)o3)cc2)cc1	?
Cc1cn2c(=O)cc(COC(=O)COc3ccc(F)cc3)nc2s1	-22%
CN(C)Cc1cn2c(=O)n(C)cc(-c3cccc(OC(F)(F)F)c3)c2n1	6%[86.2 µM]
Clc1ccc(-c2noc(-c3cc(-c4ccco4)n[nH]3)n2)cc1	?
COc1ccc2cc(C(=O)Nc3cc(C)ccn3)c(C)nc2c1	1%
O=C(Cn1ccn2nc(-c3ccccc3)c(CO)c2c1=O)NCCCc1ccccc1	-21%
COc1ccc(CNC(=O)CC[C@H]2CNC(=O)[C@@H]3[C@@H](CCN3Cc3ccc(OC)cc3)N2C)cc1	?
COc1ccc(N(CC(=O)N2CCN(c3ccccc3)CC2)S(=O)(=O)c2c(C)nn(C)c2C)cc1	7%
N#Cc1ccc(OCC(O)CSc2ccc(O)cc2)cc1 (configuration not stated)	?
CS(=O)(=O)N1C[C@@H](Oc2ccccc2)C[C@H]1C(=O)N1CCOCC1	36%
CCOc1ccc2c(n1)CCN(C(=O)Nc1ccccc1OCC)C2	-15%
CNC(=O)Nc1ccc(C)n(CC(=O)N2CCN(c3ccccc3F)CC2)c1=O	?
COc1cccc(/C=C/c2nc(C#N)c(NCCCN3CCOCC3)o2)c1	i
CCN(CC)c1ccc(C(=O)NCc2ccc3c(c2)CCN3C(C)=O)cc1	-27%
CCOC(=O)C1CCN(C(=O)Nc2ccc(C)c(Cl)c2)CC1	-8%
Cc1ccccc1CNC[C@H]1Cn2c(-c3ccccc3)cnc2CO1	7%[86.2 µM]
O=C(Nc1c(N2CCCC2)c2ccccc2oc1=O)C1CC(=O)N(c2ccccc2)C1 (configuration not stated)	18%
O=C(Nc1ccccc1F)c1cc(-c2ccco2)nc2ccccc12	?
COc1cccc(CN(C)c2nc3ccccc3nc2NS(=O)(=O)c2ccccc2)c1	?
O=C(NCc1ccccn1)Nc1ccc(N2CCOCC2)nc1	?
Cc1ccc(-c2nc(CCNC(=O)C(=O)Nc3ccc(C)c(C)c3)cs2)cc1	-18%
Cc1ncoc1C(=O)N1CCCC(CCc2ccc(F)c(F)c2)C1 (configuration not stated)	30%[activator]
COc1ccccc1CC(=O)N1CCc2nn(C)c(=O)n2CC1	-31%

Some of the entries so far, as comma-separated lines.
compound,KDM5B inh
Cc1ccc(OCCSc2nc3ccccc3n2CC(=O)N2CCOCC2)cc1,?
O=C1SC(Cc2ccccc2)C(=O)N1c1ccccc1 (configuration not stated),29%
O=C(COc1ccccc1)NCC(=O)N1CCCCCCNC(=O)CC1c1ccccc1 (configuration not stated),0%

(more compounds)
SMILES	KDM5B inh
CCc1ccc(C(=O)Nc2ccc(O)c(-c3nc4ccccc4o3)c2)cc1	17%
CCOC(=O)C1=C(C)N=C2SC=C(CC(=O)N3CCOCC3)N2C1c1cccc(OC)c1OC (configuration not stated)	-30%
CC(c1nc(-c2cccc(C(F)(F)F)c2)no1)N1CCN(C(=O)Nc2cccc(C#N)c2)CC1 (configuration not stated)	5%
CCC(=O)N1CCCC(c2nc(-c3ccccc3)no2)CCNC(=O)CC1 (configuration not stated)	28%
O=C(Nc1nnc(SCCC2OCCO2)s1)C1CC(=O)N(c2ccc(F)cc2)C1 (configuration not stated)	-31%

KDM5B inh: hit marks shown above
SMILES	KDM5B inh
CC1(COc2cccnc2)COc2ccc(C(=O)NCc3ccc4c(c3)OCO4)cc2N1 (configuration not stated)	16µM*
CN1CCN(C(=O)C2CCCN(C3CCN(c4cc(C#N)ccn4)CC3)C2)CC1 (configuration not stated)	28µM*
CC(C)Cc1nc2nccc(-c3ccco3)n2n1	25µM*
COc1ccc(S(=O)(=O)NCC2CCCN(Cc3ccc(-c4ccco4)cc3)C2)cc1 (configuration not stated)	28µM*

Screens as filed in PubChem.
